High-throughput results as filed in PubChem.
BH1578 lux ind: inducers of Vibrio cholerae quorum light production without autoinducers | V. cholerae BH1578 lux reporter, luminescence, 6 h | activation, % at 18.7 µM | 350,000 tested, 0.16% active; in the data active = activation mostly above about 9.7%, no sharp cut-off; inconclusive = no clear call, values can overlap the other calls; inactive = mostly below about 3.7%; also: not every result past the cut was called active; inactives centre near 0; reference of the scale not given here
TcdB GH inh: inhibitors of Clostridioides difficile toxin B glycohydrolase; TcdB glycohydrolase enzymatic assay, plate reader; inhibition, % at 9.99 µM; P18177; 350,000 tested, 0.24% active; in the data active = inhibition above about 10%
CCHFV vOTU inh: blocks the CCHF virus ovarian tumor domain protease. CCHFV vOTU protease, Pep-AMC fluorescence. inhibition, % at 11.5 µM. 370,000 tested, 0.55% active. AID 651958; in the data active = inhibition above about 30%; also: 0% = vehicle wells with enzyme and 100% = no enzyme wells
PfHsp40 rescue: restores yeast growth despite PfHsp40 toxicity; S. cerevisiae expressing PfHsp40, growth rescue, ATP luminescence; 340,000 tested, 0.68% active; growth rescue, % at 12.5 µM; AID 504582; in the data active = growth rescue above about 28%, passing the limit was not always enough; inconclusive = no clear call, values can overlap the other calls;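 also: yeast W303a lacking pdr1 and pdr3 grown in galactose medium; growth measured after three days at 30 °C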
DUSP3 inh: inhibitors of human VHR1 phosphatase (DUSP3) | P51452 | recombinant VHR phosphatase, pNPP absorbance | inhibition, % at 13.3 µM | 290,000 tested, 0.52% active | AID 1654; in the data active = inhibition above about 50%; also: some compounds called inactive have numbers as strong as hits
Target sequence (P51452 whole entry, looked up): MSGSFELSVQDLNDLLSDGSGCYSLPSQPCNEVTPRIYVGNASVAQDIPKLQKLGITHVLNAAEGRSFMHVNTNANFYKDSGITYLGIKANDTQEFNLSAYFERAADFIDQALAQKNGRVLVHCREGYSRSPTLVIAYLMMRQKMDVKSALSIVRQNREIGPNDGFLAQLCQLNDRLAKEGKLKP
SSB-PriA inh: K. pneumoniae PriA-SSBct interaction inhibition | AlphaScreen SSBct-PriA binding, biotinylated peptide | inhibition, % at 33 µM | 430,000 tested, 0.6% active | AID 1272365; in the data active = inhibition mostly above about 37%, no sharp cut-off; inactive = mostly below about 20%;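 also: plate controls were negative control peptide for no effect and reference peptide for full effect; strong numbers were not always called active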
Anthrax LF prot: blocks Bacillus anthracis lethal factor protease. multiplex microsphere protease cleavage assay, LF. inhibition, % at 10 µM. 360,000 tested, 0.12% active. AID 588501; also: plate controls were buffer without enzyme for full effect and enzyme alone for no effect
Target sequence (P15917 whole entry, looked up): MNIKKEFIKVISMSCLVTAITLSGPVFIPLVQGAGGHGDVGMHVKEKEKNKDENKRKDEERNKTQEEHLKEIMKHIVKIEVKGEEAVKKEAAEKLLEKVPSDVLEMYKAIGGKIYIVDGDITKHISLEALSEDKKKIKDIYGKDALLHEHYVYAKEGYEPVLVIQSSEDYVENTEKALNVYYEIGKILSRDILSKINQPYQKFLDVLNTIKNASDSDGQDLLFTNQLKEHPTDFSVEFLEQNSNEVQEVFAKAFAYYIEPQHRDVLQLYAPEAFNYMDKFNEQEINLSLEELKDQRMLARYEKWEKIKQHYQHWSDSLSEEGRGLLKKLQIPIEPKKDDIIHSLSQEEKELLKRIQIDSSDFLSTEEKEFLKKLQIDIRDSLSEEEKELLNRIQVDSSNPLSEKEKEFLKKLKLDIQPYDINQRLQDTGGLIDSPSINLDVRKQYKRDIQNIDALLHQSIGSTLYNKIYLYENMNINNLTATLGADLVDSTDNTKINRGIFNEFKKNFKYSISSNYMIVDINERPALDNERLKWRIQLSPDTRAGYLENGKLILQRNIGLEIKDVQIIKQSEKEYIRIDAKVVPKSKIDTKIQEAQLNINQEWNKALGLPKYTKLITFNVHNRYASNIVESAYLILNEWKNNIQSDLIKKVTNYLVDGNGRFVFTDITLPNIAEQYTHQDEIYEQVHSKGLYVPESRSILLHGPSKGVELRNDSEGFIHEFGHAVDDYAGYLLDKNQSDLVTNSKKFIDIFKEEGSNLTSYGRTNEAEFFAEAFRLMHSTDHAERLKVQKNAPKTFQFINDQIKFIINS
BoNT-A LC inh2: inhibitors of Botulinum neurotoxin A light chain protease; 360,000 tested, 0.17% active; multiplex microsphere protease substrate cleavage, flow cytometry; inhibition, % at 10 µM; also: plate controls were buffer without enzyme for full effect and enzyme alone for no effect
Yp Topo-I inh: Y. pestis Topo-I inhibition via cleavage products | 360,000 tested, 0.064% active | Y. pestis Topo-I cleavage product accumulation, plate reader | AID 504884 | activity, % at 10 µM; in the data active = activity above about 50%, passing the limit was not always enough; inconclusive = no clear call, values can overlap the other calls; also: inactives centre near 2
3CLpro inhibitor: SARS-CoV 3CLpro protease inhibition. P0C6X7. recombinant SARS-CoV 3CLpro, quenched FRET peptide cleavage. inhibition, % at 6 µM. 290,000 tested, 0.14% active. AID 1706; in the data active = inhibition above about 12%
Starred values were filed as active, the others as inactive; & = joins results of further samples. Rule as the data show it, unless noted: active = inhibition above about 30%; inconclusive = no clear call, values can overlap the other calls; inactive = below that. Not all compounds are listed; rates above refer to the full screens.

Results for COC(=O)c1cccc(NC(=O)CSc2nc(O)c(-c3ccccc3)c(=O)[nH]2)c1 ?
BH1578 lux ind: -0.3; TcdB GH inh: -0.8; CCHFV vOTU inh: 3.4; PfHsp40 rescue: 0.5; DUSP3 inh: 16.6; SSB-PriA inh: 0.5; Anthrax LF prot: -1.3; BoNT-A LC inh2: 0.0; Yp Topo-I inh: 0.3; 3CLpro inhibitor: 0.8

How did CC(C)CC1C(=O)N(Cc2cn(CC3CCCCC3)nn2)CCS(=O)(=O)N1Cc1ccc(-c2cccc(C#N)c2)cc1 (stereo unspecified) do in these assays?
BH1578 lux ind: -0.5; TcdB GH inh: 7.4; CCHFV vOTU inh: 20.3; PfHsp40 rescue: 1.1; SSB-PriA inh: -10.0; Anthrax LF prot: -4.8; BoNT-A LC inh2: -0.8; Yp Topo-I inh: 8.2

Results for COc1ccc(OC)c(NC(=O)COC(=O)Cc2ccc(Br)cc2)c1 ?
BH1578 lux ind: -1.4; TcdB GH inh: 0.5; CCHFV vOTU inh: 7.8; PfHsp40 rescue: 1.3; DUSP3 inh: 14.0; SSB-PriA inh: -13.5; Anthrax LF prot: -5.2; BoNT-A LC inh2: 0.3; Yp Topo-I inh: 27.0; 3CLpro inhibitor: 5.0

Results for COc1ccc(OC(C)c2ccc(C#N)c(=O)[nH]2)cc1 (stereo unspecified) ?
BH1578 lux ind: inactive; TcdB GH inh: 0.3; CCHFV vOTU inh: 8.3; PfHsp40 rescue: -1.1; DUSP3 inh: 10.6; SSB-PriA inh: 2.2; Anthrax LF prot: -0.6; BoNT-A LC inh2: -0.2; Yp Topo-I inh: -4.2; 3CLpro inhibitor: -4.0

Results for CC(C)(C)C(=O)Nc1ccc(C(=O)Nc2cccc(Oc3ccc(C(=O)O)c(C(=O)O)c3)c2)cc1 ?
BH1578 lux ind: -0.7; TcdB GH inh: 0.4; CCHFV vOTU inh: -6.3; PfHsp40 rescue: -0.8; DUSP3 inh: -3.6; SSB-PriA inh: -8.7; Anthrax LF prot: -7.5; BoNT-A LC inh2: -2.3; Yp Topo-I inh: 5.0; 3CLpro inhibitor: 0.2

How did O=C(COc1cccnc1[N+](=O)[O-])Nc1ccc(F)cc1 do in these assays?
BH1578 lux ind: inactive; TcdB GH inh: 0.4; CCHFV vOTU inh: 6.1; PfHsp40 rescue: -0.8; SSB-PriA inh: -8.7; Anthrax LF prot: -2.8; BoNT-A LC inh2: 0.3; Yp Topo-I inh: -0.3

How did COC(=O)c1ccccc1NC(=O)Cn1c(=O)n(CCC(=O)NC2CCN(Cc3ccccc3)CC2)c(=O)c2ccccc21 do in these assays?
BH1578 lux ind: 0.5; TcdB GH inh: -3.9; CCHFV vOTU inh: 11.1; PfHsp40 rescue: -0.1; DUSP3 inh: -11.0; SSB-PriA inh: 1.0&-6.6; Anthrax LF prot: -3.3; BoNT-A LC inh2: -1.2; Yp Topo-I inh: 1.5; 3CLpro inhibitor: 0.8

Results for COCCNC(=O)C1CCCN(Cc2ccc(-c3ccccc3)cc2)CC1 (stereo unspecified) ?
BH1578 lux ind: -1.2; TcdB GH inh: 0.0; CCHFV vOTU inh: 0.2; Anthrax LF prot: -2.1; BoNT-A LC inh2: 0.1; Yp Topo-I inh: 5.2

Results for O=C(Cn1ncc(Cl)c(Cl)c1=O)NC1CCS(=O)(=O)C1 (stereo unspecified) ?
BH1578 lux ind: -0.4; TcdB GH inh: -0.3; CCHFV vOTU inh: -1.0; PfHsp40 rescue: 0.1; DUSP3 inh: -11.5; SSB-PriA inh: 1.8; Anthrax LF prot: -1.9; BoNT-A LC inh2: -0.9; Yp Topo-I inh: -4.9; 3CLpro inhibitor: -2.6

What do the screens show for `COc1cc(Br)cc(-c2nc3c(c(=O)[nH]c(=O)n3Cc3ccccc3)n2C)c1O`?
BH1578 lux ind: -0.3; CCHFV vOTU inh: 5.1; PfHsp40 rescue: -1.4; DUSP3 inh: 13.8; SSB-PriA inh: -7.8; Anthrax LF prot: -4.0; BoNT-A LC inh2: -0.1; Yp Topo-I inh: -1.9; 3CLpro inhibitor: 1.6

Results for CC(C)Cc1csc(NC(=O)c2ccc(Br)cc2)c1C(=O)O ?
BH1578 lux ind: -0.6; TcdB GH inh: -1.1; CCHFV vOTU inh: -0.3; PfHsp40 rescue: 0.3; DUSP3 inh: 28.9; SSB-PriA inh: 0.4; Anthrax LF prot: -0.3; BoNT-A LC inh2: 0.3; Yp Topo-I inh: -3.0; 3CLpro inhibitor: 3.6

Results for O=C(Nc1cccc(Cl)c1)c1csc(COCCO)n1 ?
BH1578 lux ind: inactive; TcdB GH inh: -7.9; CCHFV vOTU inh: 19.1; Anthrax LF prot: -1.3; BoNT-A LC inh2: 0.5; Yp Topo-I inh: 4.7

How did O=C(CSc1nc2c(c(=O)[nH]1)CCC2)Nc1ccccc1Cl do in these assays?
BH1578 lux ind: -0.2; TcdB GH inh: -1.3; CCHFV vOTU inh: -3.8; PfHsp40 rescue: -0.7; DUSP3 inh: 11.3; SSB-PriA inh: -4.5; Anthrax LF prot: 6.9; BoNT-A LC inh2: -2.1; Yp Topo-I inh: -3.9; 3CLpro inhibitor: 3.9

Results for CN(C)S(=O)(=O)c1ccc(C(=O)Nc2cccc(C(=O)O)c2)cc1 ?
BH1578 lux ind: -0.5; CCHFV vOTU inh: 7.0; PfHsp40 rescue: -0.9; DUSP3 inh: 3.6; SSB-PriA inh: -4.2; Anthrax LF prot: 2.2; BoNT-A LC inh2: -0.4; Yp Topo-I inh: -4.8; 3CLpro inhibitor: 0.8

How did COc1ccc2cc(/C(C)=N/NC(=O)C3CC3)ccc2c1 do in these assays?
BH1578 lux ind: -1.8; TcdB GH inh: -2.4; CCHFV vOTU inh: -118.5; PfHsp40 rescue: -0.7; DUSP3 inh: 4.7; Anthrax LF prot: 0.0; BoNT-A LC inh2: 0.7; Yp Topo-I inh: 4.3; 3CLpro inhibitor: 3.3

What do the screens show for `COc1ccc(Cn2c(O)c(/C=N/NC(=O)c3cccnc3)c3ccccc3c2=O)cc1`?
TcdB GH inh: 1.7; CCHFV vOTU inh: 21.0; PfHsp40 rescue: inconclusive; DUSP3 inh: 15.2; Anthrax LF prot: 1.3; BoNT-A LC inh2: 0.0; Yp Topo-I inh: -2.0; 3CLpro inhibitor: 9.5

What do the screens show for `Cc1onc(-c2ccccc2Cl)c1C(=O)Nc1nnc(-c2ccc(Br)cc2)s1`?
BH1578 lux ind: -0.1; TcdB GH inh: 2.6; CCHFV vOTU inh: -8.9; PfHsp40 rescue: 1.6; DUSP3 inh: 15.1; SSB-PriA inh: -6.7; Anthrax LF prot: -6.5; BoNT-A LC inh2: -0.1; Yp Topo-I inh: -0.4; 3CLpro inhibitor: 5.1

How did CCCNC(=O)C1(C)CCN(C(=O)C(c2ccccc2)c2ccccc2)C1 (stereo unspecified) do in these assays?
BH1578 lux ind: 0.2; TcdB GH inh: -0.8; CCHFV vOTU inh: 8.3; Anthrax LF prot: -4.0; BoNT-A LC inh2: 0.0; Yp Topo-I inh: -0.2

What do the screens show for `CCOCCCn1c(=NC(=O)c2cccnc2)c(C(=O)OCC)cc2c(=O)n3ccccc3nc21`?
BH1578 lux ind: -2.9; TcdB GH inh: 0.3; CCHFV vOTU inh: -147.0&-175.1; PfHsp40 rescue: 0.1&1.3; DUSP3 inh: 25.6; SSB-PriA inh: -11.7&-9.3; Anthrax LF prot: -3.1&2.7; BoNT-A LC inh2: 1.4&0.8; Yp Topo-I inh: -6.5&7.9; 3CLpro inhibitor: -1.9

What do the screens show for `CC(=O)NCCc1c[nH]c2ccc(O)cc12`?
BH1578 lux ind: 0.1; TcdB GH inh: 9.9; CCHFV vOTU inh: 8.8; PfHsp40 rescue: 0.9; SSB-PriA inh: -0.4; Anthrax LF prot: -2.9; BoNT-A LC inh2: -1.1; Yp Topo-I inh: -5.4

Results for Cc1cc(C)n(CCOC(=O)C2C(C=C(Cl)Cl)C2(C)C)n1 (stereo unspecified) ?
BH1578 lux ind: -0.3; CCHFV vOTU inh: 15.9; PfHsp40 rescue: 0.5; DUSP3 inh: 22.1; SSB-PriA inh: -18.8; Anthrax LF prot: -0.4; BoNT-A LC inh2: 0.1; Yp Topo-I inh: 9.4; 3CLpro inhibitor: -1.1

What do the screens show for `CCOc1cccc(C=Nc2cc(C)cc(C)c2O)c1O`?
BH1578 lux ind: 1.4; TcdB GH inh: 2.1; CCHFV vOTU inh: 22.4; PfHsp40 rescue: -0.9; DUSP3 inh: 19.9; SSB-PriA inh: -7.4; Anthrax LF prot: -0.6; BoNT-A LC inh2: inconclusive; Yp Topo-I inh: 2.0; 3CLpro inhibitor: 4.8

Results for COC(=O)c1sccc1NC(=O)c1cnc2cc(C)nn2c1C ?
BH1578 lux ind: 1.5; TcdB GH inh: 1.0; CCHFV vOTU inh: -5.2; PfHsp40 rescue: -3.0; DUSP3 inh: 24.4; SSB-PriA inh: -1.7; Anthrax LF prot: -3.6; BoNT-A LC inh2: -0.2; Yp Topo-I inh: 4.9; 3CLpro inhibitor: -1.2

What do the screens show for `COc1ccc(-c2csc(N3CCN(c4cc(C)nc5ccccc45)CC3)n2)cc1OC`?
BH1578 lux ind: inactive; CCHFV vOTU inh: 3.3; PfHsp40 rescue: 1.0; DUSP3 inh: 16.6; SSB-PriA inh: 13.7; Anthrax LF prot: 3.3; BoNT-A LC inh2: -1.3; Yp Topo-I inh: 5.6; 3CLpro inhibitor: 4.3

What do the screens show for `C=CCN1C(=O)C(CC(=O)Nc2ccc(C)cc2)SC1=Nc1c(C)n(C)n(-c2ccccc2)c1=O` (stereo unspecified)?
BH1578 lux ind: 1.1; TcdB GH inh: 1.8; CCHFV vOTU inh: 4.1; PfHsp40 rescue: 0.3; DUSP3 inh: 16.1; SSB-PriA inh: -12.2; Anthrax LF prot: -3.8; BoNT-A LC inh2: -0.5; Yp Topo-I inh: 26.0; 3CLpro inhibitor: 1.1

Results for COc1ccc(OC)c(CN2CCSCC2)c1 ?
BH1578 lux ind: -0.3; TcdB GH inh: 1.2; CCHFV vOTU inh: -6.6; PfHsp40 rescue: 0.0; DUSP3 inh: -2.9; SSB-PriA inh: 2.6; Anthrax LF prot: 9.1; BoNT-A LC inh2: 1.5; Yp Topo-I inh: -6.2; 3CLpro inhibitor: 0.7

What do the screens show for `CCc1nnc(NS(=O)(=O)c2ccc(NC(=O)c3cccc(Br)c3)cc2)s1`?
BH1578 lux ind: -2.7; TcdB GH inh: -0.6; CCHFV vOTU inh: 25.0; PfHsp40 rescue: 1.3; DUSP3 inh: -9.0; SSB-PriA inh: 1.4; Anthrax LF prot: 2.1; BoNT-A LC inh2: -1.6; Yp Topo-I inh: -0.7; 3CLpro inhibitor: 2.8

How did CCCNC(=O)C1(C)CCCN(C(=O)c2ccc3ccccc3c2)C1 (stereo unspecified) do in these assays?
BH1578 lux ind: 1.3; TcdB GH inh: -1.8; CCHFV vOTU inh: -5.1; Anthrax LF prot: -9.5; BoNT-A LC inh2: -0.8; Yp Topo-I inh: -8.9

How did OC(c1cccc(Cl)c1)c1nc(/C=C/c2ccccc2)cs1 (stereo unspecified) do in these assays?
BH1578 lux ind: inactive; TcdB GH inh: -0.2; CCHFV vOTU inh: 1.8; Anthrax LF prot: -4.0; BoNT-A LC inh2: -0.6; Yp Topo-I inh: 6.4
